# Autophagy mod = alters autophagy in cells; AID 463193; 190,000 tested, 0.98% active; MEF GFP-LC3 puncta imaging; test concentration mostly 10 µM; calls only at 10 µM (by protocol);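 active means percentage of spot-positive cells more than 3 SD above its plate mean, without a fluorescence outlier flag or 80% toxicity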;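 further: spot-positive cell cutoff set from DMSO-treated cells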
# T cell modulator = modulates CD8 T cell binding to vesicles | calls only at 7 µM | 330,000 tested, 0.068% active | 2C CD8+ T cell-vesicle binding, flow cytometry; hits give low values;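 active means response, share of CD8 T cells binding vesicles, and their 90th percentile fluorescence all below set limits, cut at about 80% in these data, passing the limit was not always enough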
#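 Benchmarks: naked versus QL9-loaded vesicles / Assay system: purified 2C TCR transgenic mouse naive CD8+ T cells / Technique: high-throughput flow cytometry with anti-B7-1 and anti-CD8 staining / Timing: Cell–vesicle co-incubation 1.5 h at 37 °C, staining 20 min on ice / Read-out: percent CD8+ FL2 mean versus row control / Probe or stimulus: QL9-loaded Drosophila micro-vesicles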
# b-catenin transl = beta-catenin nuclear translocation modulation; HeLa beta-catenin nuclear translocation, immunofluorescence imaging; nuclear translocation activity, % at 5 µM; 190,000 tested, 0.3% active; AID 1665;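 active means nuclear translocation activity above 50% at 5 µM, with a well cell count of 50 or more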;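 further: per-cell ratio of nuclear to cytoplasmic median beta-catenin stain intensity; plate controls were DMSO negative control for no effect and GSK-3 inhibitor IX positive control for full effect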
#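 Test system: human HeLa cells, endogenous beta-catenin. Times: 24 h compound exposure, 37°C. Measured by: beta-catenin immunofluorescence imaging with DAPI.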
# Lipid droplet = modulators of hepatic lipid droplet formation; AML12 mouse hepatocytes, oleate lipid droplets, BODIPY imaging; inhibition, % at 6.5 µM; 240,000 tested, 0.4% active;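 active means lipid droplet intensity inhibited by at least 50%, with more than 500 cells counted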
#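 Material – AML12 mouse liver cells · Also added – oleate loading, 100 µM · Compound dosing – 6.5 µM single-point dosing · Times – overnight treatment with compound plus oleate · Measured by – fluorescence imaging, 20x objective, two fields per well · Read-out – percent inhibition of filter-corrected integrated lipid droplet intensity per well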
# Dynein transport = blocks dynein driven cargo transport along microtubules; 3617.4 mouse cells, GR-EGFP nuclear translocation imaging; test concentration mostly 20 µM; stimulated with dexamethasone, 1 µM; hits give low values; 220,000 tested, 0.47% active; z-score, hits read low; AID 1381;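 active means plate z-score of nuclear minus cytoplasmic receptor signal below a set negative limit, without overly bright fluorescence or cell loss, cut at about -3.5 in these data, passing the limit was not always enough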;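 further: z-score of nuclear minus cytoplasmic ring GR-EGFP intensity difference per well; some compounds called inactive have numbers as strong as hits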
#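 medium = tetracycline-free induction medium containing charcoal-stripped FBS | probe or stimulus = dexamethasone, 1.0 µM final | timing = 48 h induction, then 1 h compound, then 30 min agonist, 37 °C | detection = automated 10x imaging of fixed Hoechst-stained cells | read-out basis = nuclear versus cytoplasmic GR-EGFP signal, averaged per well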
# PhoP inhibition = inhibitors of PhoP regulon expression, primary screen, Salmonella Typhimurium, GFP reporter (AID 1863) | S. Typhimurium PhoP-regulated promoter GFP reporter, 4 h; higher % means a stronger effect | inhibition, % at 50 µM; hits with a dose series show IC50 in µM | 300,000 tested, 0.16% active;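 active means inhibition over 29.93%, a cutoff 3 SD above the screen mean, later confirmed by dose response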;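 further: 0% = low Mg2+ inducing control and 100% = high Mg2+ repressing control; strong numbers were not always called active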
# ER stress rescue = protection against thapsigargin-triggered cell killing – 384-well, CSM14.1, ATP luminescence, primary screen (AID 1222) | cellular ATP content (survival), % at 20 µM; hits with a dose series show EC50 in µM | CSM14.1 thapsigargin-induced death rescue, ATP luminescence; higher % means a stronger effect | 190,000 tested, under 10 active;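 active means EC50 below 50 µM in the dose-response confirmation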;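 further: death triggered by thapsigargin at about 15 µM added after 2 h compound pretreatment; cell ATP read after overnight thapsigargin exposure of roughly 18 to 22 hours; normalized against plate controls of thapsigargin alone and 5% DMSO vehicle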
# MT stabilize HCS = microtubule stabilizers in HeLa cells | % tubulin-high responders, % at 10 µM | HeLa tubulin immunostaining HCS, 24 h; share of cells brighter than vehicle mean+2SD | 200,000 tested, 0.83% active;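 active means plate Z-score above 3 for both tubulin-high and condensed-nucleus cell shares, with cell loss under 80%, at 10 µM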;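 further: anti alpha tubulin signal scored within the nucleus-defined area of each cell; some results filed as inactive read as strong as hits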
# Insulin prom up = MIN6 insulin promoter up-regulation; MIN6 insulin promoter-GFP reporter, high-content imaging; hits give high values; z-score at 5 µM; 190,000 tested, 0.3% active;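 active means z-score above 3 at 5 µM with at least 500 cells counted in the well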
# Dynein transport cytoplasmic EGFP = recorded beside Dynein transport, whose call it bears; z-score; measured here: cytoplasmic GR-EGFP intensity; hits give high values
# Dynein transport nuclear GR-EGFP = recorded beside Dynein transport, whose call it bears; z-score; measured here: nuclear GR-EGFP intensity;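 lower value marks the stronger effect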
# Dynein transport cell count = also measured in Dynein transport; calls as there; z-score; measured here: cell count per field
# Insulin prom up cell count = also measured in Insulin prom up; calls as there; cell count; measured here: cytotoxicity, nuclei count;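 total cells summed across four imaged fields per well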
# Lipid droplet cells 6.5 µM = second read-out of Lipid droplet, no call of its own (marks repeat the call); cell count; measured here: cell count, cytotoxicity flag;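 cells counted across two imaged fields per well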
# b-catenin transl cell count 5 µM = second read-out of b-catenin transl, no call of its own (marks repeat the call); cell count; measured here: cell count, cytotoxicity flag
# T cell modulator vesicle-bound % = second read-out of T cell modulator, no call of its own (marks repeat the call); double positive events, %; measured here: CD8+ vesicle-bound cell fraction;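 binding gate set so that unloaded-vesicle control wells show 10% double positive cells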
# MT stabilize HCS Hoechst-high % = recorded beside MT stabilize HCS, whose call it bears; % Hoechst-high responders; measured here: nuclear condensation Hoechst responders;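 share of cells brighter than vehicle mean plus two SD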
# MT stabilize HCS cytotoxicity % = also measured in MT stabilize HCS; calls as there; toxicity, %; measured here: cytotoxicity by cell density;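 0% = mean cell density of plate MIN control wells and 100% = no cells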
# Autophagy mod cell loss 18 h = second read-out of Autophagy mod, no call of its own (marks repeat the call); toxicity, %; measured here: cell loss, nuclei count;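 cell loss after 18 h compound exposure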
# Numbers without * were called inactive; i = inactive; . = no result given; + = active, no number.
# The line under a structure holds: Autophagy mod	Autophagy mod cell loss 18 h	T cell modulator	T cell modulator vesicle-bound %	b-catenin transl	b-catenin transl cell count 5 µM	Lipid droplet	Lipid droplet cells 6.5 µM	Dynein transport	Dynein transport cytoplasmic EGFP	Dynein transport nuclear GR-EGFP	Dynein transport cell count	PhoP inhibition	ER stress rescue	MT stabilize HCS	MT stabilize HCS Hoechst-high %	MT stabilize HCS cytotoxicity %	Insulin prom up	Insulin prom up cell count
1) CCn1cc(C(C)(C)C)c(C#N)c1NC(C)=O
  +	-24.5*	i	54.0	-2.5	1074	20.6	652	0.165	-0.321	0.383	0.155	30.7%	-2.0%	4.8	3.1	14.5	-0.54	2028
2) Cc1ccc2cc(CCl)c(Cl)nc2c1
  .	.	i	17.3	-0.4	1328	-3.7	651	0.452	-0.199	0.915	-0.517	-2.9%	.	.	.	.	0.36	969
3) COCCNC(=O)CSc1nc2ccccc2c(=O)n1CCC(=O)N1CCN(c2ccccc2)CC1
  i	15.1	i	32.8	-0.1	1068	30.8	712	0.375	-0.311	0.157	0.317	-6.0%	-1.7%	4.3	3.0	1.2	.	.
4) CCOC(=O)c1sc(-c2cccc([N+](=O)[O-])c2)cc1N
  i	-3.3	i	36.6	3.1	925	8.2	690	1.37	0.0659	0.911	-1.15	0.1%	1.1%	2.8	2.5	1.4	-0.14	1230
5) C=C1N(c2cccc(Cl)c2)C(=O)OC1(C)C
  i	-8.9	i	2.5	-1.4	1015	4.5	756	-0.303	-0.346	0.0411	0.384	.	-0.2%	1.7	1.7	5.8	-0.49	1455
6) O=C(O)CC(NC(=O)c1ccccc1NC(=O)c1ccccc1)C(=O)O (stereo unspecified)
  i	-0.6	i	40.6	0.4	1084	10.9	648	-0.958	-0.19	-0.269	0.755	-14.7%	.	3.2	1.3	7.1	0.22	1226
7) Cc1ccc(C(=O)c2cc([N+](=O)[O-])ccc2N2CCOCC2)cc1
  i	32.0	.	.	8.0	1048	-4.6	377	-0.969	-0.257	-0.287	1.24	22.3%	1.2%	18.4*	39.9*	62.7*	0.15	961
8) Cc1cc(Br)cc(C)c1OCCCCN(C)C
  i	1.2	i	10.3	-0.3	1333	.	.	0.0294	-0.218	0.0106	0.417	12.3%	-3.9%	1.6	1.2	5.8	-0.08	1544
9) CCOc1cc(/C=N/NC(=O)c2cccnc2)ccc1OCC(N)=O
  i	-1.1	i	47.4	1.3	1071	2.1	736	-0.987	-0.355	-0.469	0.679	2.4%	1.2%	2.5	2.2	7.7	.	.
10) O=C(NCc1ccco1)C1(S(=O)(=O)c2ccc(Cl)cc2)CC1
  i	0.3	i	42.8	2.2	1168	-13.4	655	-0.347	-0.0986	0.402	-0.803	-4.2%	-2.1%	1.2	3.0	7.1	2.4	1181
11) CCOC(=O)C(=O)N(Nc1ccc(C)cc1)c1ccc(C)cc1
  .	.	i	38.6	1.7	1368	-23.0	749	-0.541	-0.194	-0.365	0.183	8.5%	.	.	.	.	.	.
12) CCOC(=O)C1CCN(C(=O)CN(c2ccc3c(c2)OCCO3)S(C)(=O)=O)CC1
  i	6.0	i	44.9	.	.	1.8	796	0.336	-0.157	-0.0737	0.508	-0.8%	-0.7%	1.2	0.3	5.9	.	.
13) Cc1ccc([N+](=O)[O-])c(-c2n[nH]c(=S)n2-c2cccc(Cl)c2)c1
  .	.	i	24.3	1.5	1297	-3.6	696	-0.651	-0.179	-0.457	1.08	-10.3%	.	.	.	.	-0.01	1087
14) CN1CCN(c2nc(-c3ccco3)cc(C(F)(F)F)n2)CC1
  i	3.2	i	2.4	-2.6	1207	-14.1	762	0.184	-0.202	0.101	0.894	-4.5%	-1.9%	4.0	2.2	6.5	.	.
15) O=C1NCCCC1C(=O)N/N=C/c1ccccc1 (stereo unspecified)
  i	14.5	i	27.6	-0.6	1103	-35.6	707	-0.856	-0.188	-0.0299	-0.036	5.3%	-2.4%	1.8	1.6	6.9	0.32	1921
16) c1cnc2ccc(C(c3nnnn3C3CCCCC3)N3CCN(C4CCCCC4)CC3)cc2c1 (stereo unspecified)
  +	37.3*	i	40.2	.	.	.	.	-0.648	-0.252	-0.394	1.18	.	.	3.4	3.3	9.0	.	.
17) O=c1cc(Nc2ccc3c(c2)OCCO3)[nH]c(=O)n1C1CCCCC1
  i	23.5	i	29.7	0.3	1207	17.1	784	0.974	-0.209	0.484	-0.251	-1.3%	1.7%	48.7*	35.1*	29.8*	0.32	1061
18) COCCSc1nnc(NC(=O)c2cc(C(=O)OC)cc([N+](=O)[O-])c2)s1
  i	23.9	i	33.8	-0.3	1460	-0.6	752	1.45	-0.261	0.315	0.698	2.5%	0.1%	2.3	2.0	0.9	-0.3	1478
19) CC(C)(C)NC(=O)CSc1ncnc2c1nnn2Cc1ccccc1Cl
  i	-4.0	i	48.0	-2.6	978	.	.	-2.94	0.278	-1.19	-0.00228	-10.5%	3.8%	5.4	2.8	9.6	-0.22	1585
20) CN(C)S(=O)(=O)c1cccc(CSc2cccc[n+]2[O-])c1
  .	.	i	19.3	-4.8	959	.	.	1.54	-0.214	1.13	-1.12	-5.2%	0.7%	2.0	1.8	0.4	0.06	1247
21) CCOC(=O)C1CCN(C(=O)C2CCN(S(=O)(=O)c3c(C)noc3C)CC2)CC1
  i	18.0	i	52.2	-2.6	1131	0.8	760	1.14	-0.212	1.27	-0.223	-2.4%	3.6%	2.4	0.9	13.4	0.51	887
22) Cc1nnc(SCC(=O)Nc2ccc3c(c2)OCCO3)n1N
  i	-1.8	i	28.7	0.7	876	0.7	768	1.78	-0.314	1.02	-0.348	-7.5%	7.0%	1.7	0.8	4.9	.	.
23) O=C(CN1CCC(n2nnc3cc(F)ccc32)CC1)NC1CCCCC1
  i	-19.6	i	25.0	-5.1	865	.	.	-0.579	-0.31	-0.543	0.242	-5.4%	2.5%	5.3	3.1	4.7	-2.11	942
24) O=C(Nn1c(SCc2ccccc2F)nc2ccsc2c1=O)c1ccccc1
  i	-3.5	i	44.9	1.7	1076	-3.7	655	0.553	-0.304	0.349	-0.583	8.7%	0.1%	1.4	2.1	4.4	0.19	1420
25) Cc1ccc(C(=O)NCCCN2CCOCC2)cc1
  i	9.0	i	22.9	.	.	.	.	0.211	-0.188	0.537	-0.223	.	.	2.1	1.8	8.6	.	.
26) N#Cc1c(-c2ccc(F)cc2)c2c([nH]c1=O)-c1ccccc1OC2
  .	.	i	42.2	0.2	1304	-3.0	733	-0.521	-0.0242	0.169	0.183	-18.4%	.	.	.	.	0.17	1139
27) O=C(O)CCc1nc2cc(Cl)ccc2n(Cc2ccccc2)c1=O
  i	20.1	i	18.7	-0.2	1075	-9.7	663	-0.0367	-0.0619	0.172	-1.64	8.4%	-0.2%	2.1	2.1	7.7	-0.09	1283
28) CCOC(=O)N1CCN(C(=O)Cn2c(C)cc3ccccc3c2=O)CC1
  i	-12.3	i	27.4	-6.6	863	.	.	1.15	-0.0452	0.762	0.397	2.2%	7.6%	3.0	2.6	7.5	0.34	1142
29) COc1ccc(CN=Cc2c(C(=O)O)[nH]c3ccccc23)cc1
  i	10.4	i	18.1	-0.7	1125	-1.9	658	0.483	-0.255	0.16	0.1	-12.6%	-3.1%	3.3	2.4	3.2	0.01	1104
30) CCOc1ccc2nc(SCC(=O)c3ccccc3)sc2c1
  i	29.3	i	28.4	.	.	12.6	775	-0.548	-0.319	-0.04	0.483	-7.4%	-0.7%	2.0	1.7	9.2	0.62	968
31) O=C(NNc1ccc(F)cc1)c1c(F)cccc1Cl
  .	.	i	53.8	-3.7	1148	-2.8	744	-0.114	-0.287	-0.108	0.273	-8.2%	.	.	.	.	1.51	1449
32) CC(C)(C)C(=O)O/N=C1/C(=O)N(c2ccccc2)c2ccccc21
  i	10.6	i	24.0	-0.5	1399	.	.	0.289	-0.187	0.871	0.252	-4.1%	0.9%	1.9	1.3	6.9	-0.56	1648
33) CC1Cc2cccc3c(O)c(C(=O)c4nn[nH]n4)c(=O)n1c23 (stereo unspecified)
  i	-3.3	i	28.3	1.2	957	-5.9	555	-0.333	-0.0645	0.181	0.332	-4.0%	-0.5%	2.3	2.3	8.1	0.02	1342
34) COc1ccccc1N1C(=O)C2C(c3ccc(F)cc3)NN(C(=O)c3ccc(C)cc3)C2C1=O (stereo unspecified)
  i	10.9	i	37.9	-1.7	1154	-6.3	685	0.455	-0.342	0.496	0.683	-7.9%	-0.9%	3.4	2.5	10.2	0.8	1271
